Screening results as filed in PubChem BioAssay.
12-LOX inh = inhibitors of human 12S-lipoxygenase ALOX12; P18054; purified 12hLO, xylenol orange hydroperoxide absorbance; Potency, µM (highest dose often 108 µM), without a hit: top-dose activity change, negative = inhibition, actives largely listed as inhibitors; 1.1% of 580,000 active; AID 1671190; note: % is set by controls: 0 for no effect and ±100 for the full control effect
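Purified human 12hLO at 150 nM in 25 mM Hepes, 0.01% Triton X-100, pH 7.0, preincubated 15 min at room temperature with compound. Reaction started with 40 uM arachidonic acid, 30 min at room temperature. Hydroperoxide measured by Fe-xylenol orange, 573/405 nm absorbance ratio.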
rTrxR1 inhibitor = inhibitors of rat thioredoxin reductase 1. recombinant rTrxR1, NADPH fluorescence consumption, selenite substrate. Potency, µM (highest dose often 114 µM), for the others: top-dose activity change, negative = inhibition, hits mostly inhibitors. 1% of 390,000 active. O89049; note: % is set by controls: 0 for no effect and ±100 for the full control effect; nearly all actives have a fitted effect of over 65% in size
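Rat TrxR1 (90 nM in the dispensed reagent) was pre-reduced with 400 uM NADPH for 5 min at room temperature, then incubated with compound for 15 min. After 400 uM selenite was added, NADPH fluorescence (Ex 340/Em 450 nm) was followed for 8 min.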
IDH1 R132H inh = human IDH1 R132H inhibition; O75874; IDH1-R132H enzyme, NADPH consumption, diaphorase/resazurin fluorescence; Potency, µM (highest dose often 76.6 µM), without a hit: at the highest dose activity change, negative = inhibition, actives largely listed as inhibitors; 0.093% of 390,000 active; note: % is set by controls: 0 for no effect and ±100 for the full control effect; nearly all actives have a fitted effect of over 65% in size
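IDH1-R132H (0.5 ug/mL) preincubated 30 min with compound, then NADPH (0.016 mM) and alpha-KG (2 mM) added; 80 min at RT, pH 7.5. Remaining NADPH coupled via diaphorase/resazurin to fluorescence (540/590 nm); concentration-response curves normalized to no-enzyme control.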
USP1-UAF1 inh = blocks the human USP1/UAF1 deubiquitinase complex; recombinant USP1/UAF1, Ub-Rhodamine cleavage fluorescence; Potency, µM (series often up to 57.1 µM), for inactives: at the top dose activity change, negative = inhibition, most hits filed as inhibitors; 0.23% of 390,000 active; note: % is set by controls: 0 for no effect and ±100 for the full control effect; nearly all actives have a fitted effect of over 60% in size; inactives centre near -12
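USP1/UAF1 complex (1 nM) preincubated 15 min at room temperature with compound, then Ub-Rho substrate (150 nM final) added. Kinetic fluorescence at 480/540 nm over 6 reads at 60 s intervals; 50 mM HEPES pH 7.8, 0.5 mM EDTA, 0.1 mg/ml BSA, 1 mM TCEP, 0.01% Tween-20.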
RXFP1 ag = agonists of human relaxin receptor RXFP1; 0.3% of 370,000 active; Potency, µM (titrated, usually from 57.5 µM), inactives show at the highest dose activation, actives largely listed as activators; HEK293T-RXFP1 cAMP TR-FRET, 30 min; response scale: percent of porcine relaxin response, buffer zero; AID 2676; note: % is set by controls: 0 for no effect and ±100 for the full control effect; nearly all actives have a fitted effect of over 60% in size; many of its hits are not listed in these tables
Target sequence (Q9HBX9 whole entry, looked up): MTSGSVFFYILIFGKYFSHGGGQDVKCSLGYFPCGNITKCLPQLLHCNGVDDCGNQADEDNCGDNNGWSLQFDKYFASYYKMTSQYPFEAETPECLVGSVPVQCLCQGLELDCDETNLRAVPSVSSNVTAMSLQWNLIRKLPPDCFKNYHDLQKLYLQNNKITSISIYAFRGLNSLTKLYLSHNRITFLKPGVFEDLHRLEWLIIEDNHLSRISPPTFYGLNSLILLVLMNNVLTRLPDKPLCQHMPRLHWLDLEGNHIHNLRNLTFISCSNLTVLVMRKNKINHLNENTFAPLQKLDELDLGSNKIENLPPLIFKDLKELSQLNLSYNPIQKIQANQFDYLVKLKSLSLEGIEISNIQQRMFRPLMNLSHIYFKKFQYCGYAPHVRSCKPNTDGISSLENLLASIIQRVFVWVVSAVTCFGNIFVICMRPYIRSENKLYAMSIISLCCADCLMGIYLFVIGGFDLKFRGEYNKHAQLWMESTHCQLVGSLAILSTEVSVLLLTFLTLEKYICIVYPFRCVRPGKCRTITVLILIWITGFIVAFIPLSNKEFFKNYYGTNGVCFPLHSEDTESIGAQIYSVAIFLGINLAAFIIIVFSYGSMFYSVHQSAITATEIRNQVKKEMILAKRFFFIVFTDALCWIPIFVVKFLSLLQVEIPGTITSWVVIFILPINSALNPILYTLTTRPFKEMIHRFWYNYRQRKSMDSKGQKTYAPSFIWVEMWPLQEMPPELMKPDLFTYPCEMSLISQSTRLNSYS
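cAMP rise read by TR-FRET after 30 min, 37C compound exposure (up to 58 uM) in RXFP1-transfected HEK293 cells with Ro 20174 present. EC50 from Hill-equation fits, with 29 nM porcine relaxin as 100% and buffer as basal.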
Vif-A3G inh = Vif-A3G binding inhibition; AID 602310; Q9HC16; HeLa A3G-eYFP + Vif (tagged APOBEC3G with the HIV-1 protein that degrades it), YFP fluorescence, overnight; Potency, µM (doses to about 46.1 µM), for inactives: top-dose activity, negative = active, actives largely listed as inhibitors; 0.076% of 410,000 active;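 note: % is set by controls: 0 for no effect and ±100 for the full control effect; nearly all actives have a fitted effect of over 60% in size; hits raise eYFP signal because A3G escapes Vif-driven loss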
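Read-out is eYFP fluorescence (Ex 488/Em 500-530) from Vif-expressing HeLa A3G-eYFP cells; more signal means A3G escaped Vif-mediated degradation. Cells plated overnight, compound pinned in, incubated overnight at 37 deg C.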
RGS4 inh = blocks human RGS4-accelerated GTP hydrolysis; Potency, µM (top dose mostly 114 µM), for inactives: at the highest dose activity change, negative = inhibition, actives largely listed as inhibitors; AID 504845; 0.039% of 390,000 active; Transcreener GDP fluorescence polarization, RGS4-accelerated GTP hydrolysis; P49798; note: % is set by controls: 0 for no effect and ±100 for the full control effect; nearly all actives have a fitted effect of over 75% in size; some results filed as inactive show a strong effect at the top dose
Target sequence (P49798 whole entry, looked up): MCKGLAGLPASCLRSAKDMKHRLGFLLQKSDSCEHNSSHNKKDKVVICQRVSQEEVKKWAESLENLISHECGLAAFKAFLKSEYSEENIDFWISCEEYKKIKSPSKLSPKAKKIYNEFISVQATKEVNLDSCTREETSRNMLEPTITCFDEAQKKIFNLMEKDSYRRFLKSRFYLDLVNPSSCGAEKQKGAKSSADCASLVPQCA
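MLSMR compounds (23 nl, pin-transferred) preincubated 10 min at room temperature with a 500nM (2x) first reagent, then RGS4 at 900nM (2x) plus Transcreener GDP mix added; fluorescence polarization (620/688 nm) read before and after 90 min at 30 °C.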
TrxR1 substrate = substrates of rat thioredoxin reductase 1; O89049; purified TrxR1 substrate turnover, NADPH consumption readout; Potency, µM (titrated, usually from 114 µM), without a hit: at the highest dose activity change, negative = substrate turnover; 0.01% of 390,000 active; AID 588456; note: % is set by controls: 0 for no effect and ±100 for the full control effect; nearly all actives have a fitted effect of over 50% in size
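Rat TrxR1, dispensed at 90 nM, was prereduced with 400 uM NADPH (final) for 5 min at ~22 deg C, then incubated with compound 15 min before 400 uM selenite. A first-read NADPH fluorescence drop versus no-compound background flagged substrates.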
Vif-APOBEC3F blk = blocks the Vif interaction with APOBEC3F; HeLa A3F-eYFP + Vif (tagged APOBEC3F with the HIV-1 protein that degrades it), YFP fluorescence increase; Potency, µM (top dose mostly 46.1 µM), without a hit: top-dose activity, negative = active; 0.2% of 390,000 active; AID 602313; note: % of control where 0% means no effect; nearly all actives have a fitted effect of over 65% in size
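HeLa cells stably expressing Vif plus C-terminally eYFP-tagged A3F were seeded, incubated overnight at 37 deg C, dosed with compound, incubated overnight again at 37 deg C. Yellow fluorescence (Ex 488/Em 500-530) reported blocked Vif-mediated A3F-eYFP degradation.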
* hit, by the source's call; & = joins results of further samples; [ ] = another dose, or the depositor's remark. Calls come from the whole dose curve; as a rule, active = well fitted curve in the direction sought with a large enough effect; inconclusive = small, poorly fitted or top-dose-only effect, or another doubt; inactive = no such curve, though single readings can be large; an effect the other way counts as inactive or inconclusive. Potency is the fitted concentration of half-maximal effect. A portion of the library. The share of hits here may be higher or lower than overall.

For Cc1ccc(-n2cc(C(C)(C)C)[nH]c2=S)cc1 the results were 12-LOX inh -4%, rTrxR1 inhibitor -7%[57.1 µM], IDH1 R132H inh 3%, USP1-UAF1 inh -5%, RXFP1 ag 1.5%, Vif-A3G inh 0%, RGS4 inh inconclusive, TrxR1 substrate -1%[57.1 µM] and Vif-APOBEC3F blk 1%.
For CCOC(=O)c1c(C)[nH]c(CCC(=O)NCc2cccc(OC)c2)c1C the results were 12-LOX inh -17%, rTrxR1 inhibitor 16%[57.1 µM], IDH1 R132H inh -8%, USP1-UAF1 inh -21%, RXFP1 ag 5.3%, Vif-A3G inh 4%, RGS4 inh 7%, TrxR1 substrate -2%[57.1 µM] and Vif-APOBEC3F blk 1%.
Screening C=C1N(c2ccccc2)C(=O)OC1(C)C returned 12-LOX inh 3%, rTrxR1 inhibitor -10%, IDH1 R132H inh 5%, USP1-UAF1 inh -1%, RXFP1 ag -1.0%, Vif-A3G inh -2%, RGS4 inh -3%, TrxR1 substrate -8% and Vif-APOBEC3F blk -17%.
Screening COc1ccc(-c2nc3ccccc3c(=O)n2NC(=S)N(C)C)cc1 returned 12-LOX inh 35µM*, rTrxR1 inhibitor inconclusive, IDH1 R132H inh 1%, USP1-UAF1 inh -18%, RXFP1 ag 2.1%, Vif-A3G inh 2%, RGS4 inh inconclusive, TrxR1 substrate -13% and Vif-APOBEC3F blk 5%.
Screening CCOc1ccc(CNc2ccc(S(N)(=O)=O)cc2)cc1 returned 12-LOX inh -2%, rTrxR1 inhibitor -19%, IDH1 R132H inh -3%, USP1-UAF1 inh -2%, RXFP1 ag -0.2%, Vif-A3G inh 1%, RGS4 inh -1%, TrxR1 substrate -12% and Vif-APOBEC3F blk 7%.
For COc1ccccc1N1CCN(C(=O)C2CCCN(S(=O)(=O)c3ccc4c(c3)CCCN4C(C)=O)C2)CC1 (stereo not given) the results were 12-LOX inh inconclusive, rTrxR1 inhibitor 21%, IDH1 R132H inh -2%&8%, USP1-UAF1 inh -11%&-21%, RXFP1 ag -1.8%&-0.2%, Vif-A3G inh 0%&-6%, RGS4 inh inconclusive, TrxR1 substrate 3% and Vif-APOBEC3F blk 5%&1%.
For Cc1ccccc1N1CCN(C(=O)[C@@H]2CCCN2C2=NS(=O)(=O)c3ccccc32)CC1 the results were 12-LOX inh 347%[activator], rTrxR1 inhibitor -13%, IDH1 R132H inh -10%, USP1-UAF1 inh -1%, RXFP1 ag 0.6%, Vif-A3G inh -3%, RGS4 inh 9%, TrxR1 substrate -12% and Vif-APOBEC3F blk -1%.
`CC(=O)Nc1ccc(S(=O)(=O)NCCC(=O)Nc2ccc(C)c(F)c2)cc1` gave 12-LOX inh -1%, rTrxR1 inhibitor -19%, IDH1 R132H inh 0%, USP1-UAF1 inh -8%, RXFP1 ag 0.2%, Vif-A3G inh 5%, RGS4 inh -3%, TrxR1 substrate -18% and Vif-APOBEC3F blk -4%.
For CCc1ccc(NC(=O)C2CCCN2S(=O)(=O)c2ccc3c(c2)C(C)(C)C(=O)N3C)cc1 (stereo not given) the results were 12-LOX inh 463%[activator], rTrxR1 inhibitor 3%[57.1 µM], IDH1 R132H inh 12%, USP1-UAF1 inh -15%, RXFP1 ag 2.0%, Vif-A3G inh -3%, RGS4 inh 0%, TrxR1 substrate -9%[57.1 µM] and Vif-APOBEC3F blk -5%.
`NC(=S)N/N=C/c1ccccc1[N+](=O)[O-]` gave 12-LOX inh 35µM*, rTrxR1 inhibitor 10%[57.1 µM], IDH1 R132H inh -1%, USP1-UAF1 inh -19%, RXFP1 ag -2.6%, Vif-A3G inh 1%, RGS4 inh -6%, TrxR1 substrate 5%[57.1 µM] and Vif-APOBEC3F blk 14%.
For COc1cccc(C(=O)NNC2=CC(=O)CC(C)(C)C2)c1 the results were 12-LOX inh 10%, rTrxR1 inhibitor inconclusive, IDH1 R132H inh 0%, USP1-UAF1 inh 5%, RXFP1 ag -0.9%, Vif-A3G inh 0%, RGS4 inh -6%, TrxR1 substrate -1% and Vif-APOBEC3F blk -8%.
O=C1[C@@H]2Cc3c([nH]c4ccccc34)C(c3cccc([N+](=O)[O-])c3)N2C(=O)CN1CCCO (stereo not given in full) was read as 12-LOX inh -19%, rTrxR1 inhibitor 14%, IDH1 R132H inh -8%, USP1-UAF1 inh -23%, RXFP1 ag 1.7%, Vif-A3G inh -1%, RGS4 inh 0%, TrxR1 substrate 4% and Vif-APOBEC3F blk 2%.
`O=C1CC(c2ccc(Cl)cc2)CC(=O)C1CS(=O)(=O)c1ccccc1` (stereo not given) gave 12-LOX inh 35µM*, rTrxR1 inhibitor inconclusive, IDH1 R132H inh 11%, USP1-UAF1 inh -1%, RXFP1 ag 1.5%, Vif-A3G inh 1%, RGS4 inh -51%, TrxR1 substrate 8% and Vif-APOBEC3F blk 1%.
`COC(=O)N1CCN(CCc2ccccc2)CC1` gave 12-LOX inh -3%, rTrxR1 inhibitor 16%, IDH1 R132H inh -6%, USP1-UAF1 inh -22%, RXFP1 ag -0.2%, Vif-A3G inh 6%, RGS4 inh 0%, TrxR1 substrate 2% and Vif-APOBEC3F blk 14%.
O=C(Cc1ccccc1)NNC(=O)c1cnccn1 was read as 12-LOX inh -9%, rTrxR1 inhibitor -8%, IDH1 R132H inh -2%, USP1-UAF1 inh -8%, RXFP1 ag 1.7%, Vif-A3G inh 0%, RGS4 inh -1%, TrxR1 substrate -8% and Vif-APOBEC3F blk -3%.
O=C(/C=C/c1ccc(Cl)cc1)NCc1cccs1 was read as 12-LOX inh -19%, rTrxR1 inhibitor -10%, IDH1 R132H inh 14%, USP1-UAF1 inh 0%, RXFP1 ag -0.8%, Vif-A3G inh -2%, RGS4 inh -9%, TrxR1 substrate -5% and Vif-APOBEC3F blk 0%.
`Cc1cccc(C(=O)n2nc(-c3ccco3)nc2NCc2ccccc2)c1` gave 12-LOX inh -24%, rTrxR1 inhibitor -19%, IDH1 R132H inh 2%, USP1-UAF1 inh -17%, RXFP1 ag 6.1%, Vif-A3G inh 3%, RGS4 inh -24%, TrxR1 substrate 1% and Vif-APOBEC3F blk -7%.
O=c1oc2cc(O)ccc2c2ccccc12 was read as 12-LOX inh inconclusive, rTrxR1 inhibitor 6%[57.1 µM], IDH1 R132H inh 13%, USP1-UAF1 inh -5%, RXFP1 ag 14µM*, Vif-A3G inh -1%, RGS4 inh -2%, TrxR1 substrate 3%[57.1 µM] and Vif-APOBEC3F blk 2%.
For C=Cc1ccc(C(=O)N2CCCC(Nc3ccc4c(c3)OCCO4)C2)cc1 (stereo not given) the results were rTrxR1 inhibitor -16%, IDH1 R132H inh 3%, USP1-UAF1 inh -13%, RXFP1 ag -0.9%, Vif-A3G inh -1%, RGS4 inh -10%, TrxR1 substrate 3% and Vif-APOBEC3F blk 3%.
For COc1ccc2c(C(=O)c3ccc(C)cc3)n(CCC(N)=O)[n+]([O-])c2c1 the results were 12-LOX inh 0%, rTrxR1 inhibitor -10%, IDH1 R132H inh -2%, USP1-UAF1 inh -15%, RXFP1 ag 0.9%, Vif-A3G inh -8%, RGS4 inh -3%, TrxR1 substrate -7% and Vif-APOBEC3F blk 2%.
CCOc1ncccc1C(=O)NNC(=O)c1ccccc1-n1cccc1 was read as 12-LOX inh inactive, rTrxR1 inhibitor 33%, IDH1 R132H inh 2%, USP1-UAF1 inh -4%, RXFP1 ag -0.1%, Vif-A3G inh -1%, RGS4 inh 36%, TrxR1 substrate 0% and Vif-APOBEC3F blk 1%.
Screening COC(=O)CC1COc2ccccc2N1C(=O)c1cccc(Cl)c1 (stereo not given) returned 12-LOX inh -20%, rTrxR1 inhibitor 15%, IDH1 R132H inh 5%, USP1-UAF1 inh 1%, RXFP1 ag -0.3%, Vif-A3G inh -2%, RGS4 inh 14%, TrxR1 substrate 1% and Vif-APOBEC3F blk 0%.
Cc1cc2cc(C(=O)N3CCc4c([nH]c5ccccc45)C3c3ccccn3)ccc2o1 (stereo not given) was read as 12-LOX inh 0%, rTrxR1 inhibitor 11%, IDH1 R132H inh 10%, USP1-UAF1 inh -19%, RXFP1 ag -3.1%, Vif-A3G inh -2%, RGS4 inh -15%, TrxR1 substrate 0% and Vif-APOBEC3F blk 4%.
For O=C(NCN1CCCCC1)c1cccnc1 the results were 12-LOX inh -21%, rTrxR1 inhibitor 17%, IDH1 R132H inh 7%, USP1-UAF1 inh -3%, RXFP1 ag 0.5%, Vif-A3G inh -4%, RGS4 inh -9%, TrxR1 substrate 4% and Vif-APOBEC3F blk -11%.
